# Assay outcomes from PubChem BioAssay.
# Yp Topo-I inh: blocks Yersinia pestis topoisomerase I activity. 0.064% of 360,000 active. AID 504884. activity, % at 10 µM. Y. pestis Topo-I cleavage product accumulation, plate reader; in the data active means activity above about 50%, passing the limit was not always enough; inconclusive means no clear call, values can overlap the other calls; further: inactives centre near 2
# Anthrax LF inh2: inhibitors of Bacillus anthracis lethal factor protease. multiplex microsphere protease cleavage assay, LF. inhibition, % at 10 µM. 0.12% of 360,000 active. AID 588501; further: plate controls were buffer without enzyme for full effect and enzyme alone for no effect
# Target sequence (P15917 whole entry, looked up): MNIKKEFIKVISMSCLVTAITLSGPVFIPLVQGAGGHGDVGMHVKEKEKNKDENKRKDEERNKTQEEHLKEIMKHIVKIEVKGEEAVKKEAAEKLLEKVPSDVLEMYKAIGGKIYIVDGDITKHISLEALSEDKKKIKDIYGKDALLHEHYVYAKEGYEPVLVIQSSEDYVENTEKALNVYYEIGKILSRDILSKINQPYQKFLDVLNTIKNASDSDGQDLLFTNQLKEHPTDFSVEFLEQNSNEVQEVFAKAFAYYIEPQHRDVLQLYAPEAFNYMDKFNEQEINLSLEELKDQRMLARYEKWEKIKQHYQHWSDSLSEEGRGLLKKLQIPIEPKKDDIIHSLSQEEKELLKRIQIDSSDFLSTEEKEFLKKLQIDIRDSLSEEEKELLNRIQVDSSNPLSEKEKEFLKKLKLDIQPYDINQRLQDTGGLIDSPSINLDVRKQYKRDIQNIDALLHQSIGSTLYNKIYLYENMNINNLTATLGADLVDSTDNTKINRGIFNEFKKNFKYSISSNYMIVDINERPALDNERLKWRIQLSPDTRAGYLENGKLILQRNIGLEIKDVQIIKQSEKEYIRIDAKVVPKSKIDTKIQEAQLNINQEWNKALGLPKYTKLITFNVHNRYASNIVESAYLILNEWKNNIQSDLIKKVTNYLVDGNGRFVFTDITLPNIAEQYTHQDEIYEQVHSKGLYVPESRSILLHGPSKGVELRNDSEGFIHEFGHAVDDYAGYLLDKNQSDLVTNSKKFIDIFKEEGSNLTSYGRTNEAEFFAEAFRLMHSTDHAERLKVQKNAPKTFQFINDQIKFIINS
# DUSP3 inh: inhibitors of human VHR1 phosphatase (DUSP3); P51452; recombinant VHR phosphatase, pNPP absorbance; inhibition, % at 13.3 µM; 0.52% of 290,000 active; AID 1654; in the data active means inhibition above about 50%; further: some compounds called inactive have numbers as strong as hits
# Target sequence (P51452 whole entry, looked up): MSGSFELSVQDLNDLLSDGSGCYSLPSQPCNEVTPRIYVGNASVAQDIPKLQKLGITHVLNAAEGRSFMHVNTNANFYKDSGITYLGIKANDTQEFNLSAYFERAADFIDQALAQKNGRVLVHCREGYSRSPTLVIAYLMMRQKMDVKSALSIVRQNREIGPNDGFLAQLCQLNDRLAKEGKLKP
# PfHsp40 rescue: compounds rescuing yeast from Plasmodium falciparum HSP40 toxicity; AID 504582; growth rescue, % at 12.5 µM; S. cerevisiae expressing PfHsp40, growth rescue, ATP luminescence; 0.68% of 340,000 active; in the data active means growth rescue above about 28%, passing the limit was not always enough; inconclusive means no clear call, values can overlap the other calls;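 further: yeast W303a lacking pdr1 and pdr3 grown in galactose medium; growth measured after three days at 30 °C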
# CCHFV vOTU inh: blocks the CCHF virus ovarian tumor domain protease; 0.55% of 370,000 active; AID 651958; inhibition, % at 11.5 µM; CCHFV vOTU protease, Pep-AMC fluorescence; in the data active means inhibition above about 30%; further: 0% = vehicle wells with enzyme and 100% = no enzyme wells
# SSB-PriA inh: K. pneumoniae PriA-SSBct interaction inhibition; AlphaScreen SSBct-PriA binding, biotinylated peptide; inhibition, % at 33 µM; 0.6% of 430,000 active; AID 1272365; in the data active means inhibition mostly above about 37%, no sharp cut-off; inactive means mostly below about 20%;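 further: plate controls were negative control peptide for no effect and reference peptide for full effect; strong numbers were not always called active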
# BH1578 lux ind: inducers of Vibrio cholerae quorum light production without autoinducers. 0.16% of 350,000 active. V. cholerae BH1578 lux reporter, luminescence, 6 h. activation, % at 18.7 µM; in the data active means activation mostly above about 9.7%, no sharp cut-off; inconclusive means no clear call, values can overlap the other calls; inactive means mostly below about 3.7%; further: not every result past the cut was called active; inactives centre near 0; reference of the scale not given here
# TcdB inh: blocks C. difficile toxin B glycohydrolase activity. P18177. AID 652162. TcdB glycohydrolase enzymatic assay, plate reader. 0.24% of 350,000 active. inhibition, % at 9.99 µM; in the data active means inhibition above about 10%
# BoNT A protease: inhibitors of Botulinum neurotoxin A light chain protease; multiplex microsphere protease substrate cleavage, flow cytometry; 0.17% of 360,000 active; inhibition, % at 10 µM; AID 588499; further: plate controls were buffer without enzyme for full effect and enzyme alone for no effect
# SARS 3CLpro inh: SARS-CoV 3CLpro protease inhibition | 0.14% of 290,000 active | AID 1706 | P0C6X7 | inhibition, % at 6 µM | recombinant SARS-CoV 3CLpro, quenched FRET peptide cleavage; in the data active means inhibition above about 12%
# The depositor's hits bear a star; i = inactive; ? = inconclusive; · = no result given; & = joins results of further samples. Unless noted, no stated cut-off is given here; in the data, active means inhibition above about 30%; inconclusive means no clear call, values can overlap the other calls; inactive means below that.
SMILES,Yp Topo-I inh,Anthrax LF inh2,DUSP3 inh,PfHsp40 rescue,CCHFV vOTU inh,SSB-PriA inh,BH1578 lux ind,TcdB inh,BoNT A protease,SARS 3CLpro inh
Cc1nc2c(s1)sc1ccccc12,2,-2,12,-0.2,5,-20,-1.6,·,0.1,1
Cc1ccc(C(=O)OC2CCCN(C)C2)cc1 (stereo not given),-2,3,24,-1.4,-10,-2,1.3,0.9,0.1,0
C=CCOC(=O)C1=C(C)NC(=O)NC1c1ccc2c(c1)OCO2 (stereo not given),10,-13,40,0.2,2,-11,-0.6,1.0,-2.1,-4
CC1(C)NC(=O)N(CC(=O)OCC(=O)NC(=O)c2ccccc2)C1=O,-5,-6,·,0.0,-4,4,i,0.5,-3.8,·
CCN1CCCC1CNC(=O)Cn1nc(C)n2c(cc3cc(C)ccc32)c1=O (stereo not given),-10,-1,2,1.4,6,-9,-6.2,-0.2,-2.3,2
Nc1cccc(-c2nc3ccc(C(=O)c4ccccc4)cc3[nH]2)c1,-4,-1,2,-1.0,0,18,i,-1.7,-6.4,-2
CN([C@@H](C(=O)OC(C)(C)C)c1ccccc1)S(=O)(=O)c1cccc(S(=O)(=O)N(C)[C@@H](C(=O)OC(C)(C)C)c2ccccc2)c1,24,6,-3,-0.2,5,-4,-5.0,0.9,0.0,-3
COc1ccc(CN2CCNC(=O)C2CC(=O)N(C)CCC2CCOCC2)c(OC)c1 (stereo not given),8,-1,-2,-1.1,12,-9,-0.4,1.6,-0.2,-3
CCOC(=O)N1CCN(C(=O)c2ccc3c(=O)n(CCC4=CCCCC4)c(=S)[nH]c3c2)CC1,5,-4,-1,-1.2,-8,0,i,·,-0.6,0
CC(=O)OCCNC(=O)c1cc2ccccc2oc1=O,4,-2,10,0.3,0,-10,i,·,-0.4,-3
C[C@@H](C(=O)NCC1CC1)[C@H]1C[C@]1(C)[C@H](NC(=O)OCc1ccccc1)c1ccccc1,2,-6,-4,0.7,2,-5,-0.7,-1.1,-0.1,-2
O=C(CSc1ccccc1)Nc1ccncc1,-2,-1,-12,1.0,0,-16,-0.3,·,0.1,0
O=C(CN1CCCc2ccccc21)N/N=C/c1ccccc1,-5,-6,-9,0.3,-9,·,-0.3,0.2,7.7,1
Cc1[nH]c2ccccc2c1C(=O)COC(=O)C(C)C,1,2,-2,-0.7,13,-10,2.2,·,0.4,0
O=C(O)CCc1ccc(-c2ccccc2)n1-c1cccc(O)c1,-11,-3,-9,1.3,1,-8,-0.4,-2.7,0.4,7
COc1cccc(S(=O)(=O)Nc2cccc(C(=O)N3CCCC3)c2)c1,-5,-6,13,-0.5,-4,-6&-32,-0.4,1.4,-30,-3
O=[N+]([O-])c1cc(Cl)ccc1-c1nc(-c2ccccc2)no1,10,-4,-10,8.4,9,18,-0.2,·,0.1,-6
CCOC(=O)c1ccc(-n2c(CCC(=O)O)ccc2-c2ccc(F)cc2)cc1,8,0,-20,2.5,11,1,-0.5,17*,0.3,1
COCCNC(=O)CN(C(=O)CCC(=O)Nc1cc(C)on1)c1ccc(C)cc1C,-4,5,23,0.6,11,-23,-2.9,·,0.6,-2
COc1ccnc(Oc2ccc(C)cc2)c1C#N,-5,0,6,-0.7,-5,-3,i,·,-0.6,1
COc1cc(C(=O)Nc2ccc(-c3nc4cc(C)ccc4o3)c(O)c2)cc(OC)c1OC,2,3,28,0.6,-18,-33,-1.8,·,0.3,4
COc1cc2cc(CN(CCCN3CCOCC3)C(=O)Nc3ccc(F)cc3)c(=O)[nH]c2cc1OC,-7,-4,21,0.2,-24,-6,-0.1,3.8,0.3,5
O=[N+]([O-])c1ccc(N/N=C/c2ccc(OCc3cccc4ccccc34)cc2)nc1,-6,0,16,-0.9,-16,·,2.6,0.4,-1.8,0
C#CCn1c(O)c(N=NC(=O)C(O)c2ccccc2)c2ccccc21 (stereo not given),1,-3,-23,-1.3,6,-11,-0.4,1.0,0.1,5
O=C(c1ccccc1F)N1CCN(C(=O)C2CC2)CC1,1,-6,0,-0.8,-1,-8,-0.3,-3.7,0.3,-1
O=C(O)COc1c(-c2ccco2)oc2ccccc2c1=O,-3,-2,3,-0.2,-9,0,-0.8,-0.9,0.3,7
CCc1nc2c(OCc3c(C)noc3C)cccn2c1N(C=O)Cc1ccc(OC)cc1,7,-3,·,·,8,·,i,2.8,0.0,·
C/C(Cn1nnc([N+](=O)[O-])n1)=N\NC(=O)c1ccncc1,-1,0,8,-0.4,-3,·,0.3,-3.3,0.1,-1
CC(=O)Cc1nsc(NC(=O)c2cc(-c3ccccc3Cl)oc2C)n1,-1,-7,19,1.5,-4,-9,-0.2,-0.2,-0.4,0
COC(=O)CNC(=O)C1CCN(C(=O)OCc2ccccc2)CC1,-10,1,24,-0.1,15,-7,i,·,-0.1,1
CC1CC(C)CN(CCCNC(=O)C2CCCN(c3ncnc4c3nc3n4CCCCC3)C2)C1 (stereo not given),3,2,20,12,2,4,-0.4,1.8,0.1,-1
Cc1ccc(N(C)C(=O)Oc2cccc3ccc(C)nc23)cc1,21,-16,24,2.4,0,2,i,·,0.0,2
Cc1ccc2nsnc2c1NC(=O)c1ccc([N+](=O)[O-])cc1,-5,3,22,0.4,11,-3,-0.4,-0.1,1.1,-1
COc1ccc(S(=O)(=O)N=N/C=C2\C=CC=CN2O)cc1OC,-7,-4,·,·,23,·,-0.7,-0.4,-0.3,·
O=C(NCCc1ccccc1)C1CCN(C(=O)NCc2ccccc2)CC1,-2,9,22,-1.7,11,0,i,·,-0.1,3
CCC(=NCCO)c1c(O)n(-c2ccc(Cl)cc2)c(=O)[nH]c1=O,7,-6,13,-0.1,-2,-12,-1.2,1.5,-2.9,3
CC(C)CC(=O)NS(=O)(=O)c1ccc(N)cc1,-6,2,13,0.9,1,-11,-2.2,·,-0.6,1
O=C(Nc1ccc(F)cc1)c1cncs1,4,-10,·,-0.4,-14,9,0.9,0.9,-0.2,1
COc1ccc(NC(=O)Cn2nc(C(F)(F)F)c3c2CCCC3)cc1OC,-2,-2,-18,1.0,-7,-5,-2.7,·,?,1
CCN1c2cccc3cccc(c23)S1(=O)=O,-8,-1,27,1.7,-28,-43,-0.2,·,-0.3,-3

# Shown with values under each structure: entries from further up
# The line under a structure holds: Yp Topo-I inh	Anthrax LF inh2	DUSP3 inh	PfHsp40 rescue	CCHFV vOTU inh	SSB-PriA inh	BH1578 lux ind	TcdB inh	BoNT A protease	SARS 3CLpro inh
COCCNC(=O)CN(C(=O)CCC(=O)Nc1cc(C)on1)c1ccc(C)cc1C
    -4	5	23	0.6	11	-23	-2.9	·	0.6	-2
COc1ccnc(Oc2ccc(C)cc2)c1C#N
    -5	0	6	-0.7	-5	-3	i	·	-0.6	1
COc1cc(C(=O)Nc2ccc(-c3nc4cc(C)ccc4o3)c(O)c2)cc(OC)c1OC
    2	3	28	0.6	-18	-33	-1.8	·	0.3	4
COc1cc2cc(CN(CCCN3CCOCC3)C(=O)Nc3ccc(F)cc3)c(=O)[nH]c2cc1OC
    -7	-4	21	0.2	-24	-6	-0.1	3.8	0.3	5
O=[N+]([O-])c1ccc(N/N=C/c2ccc(OCc3cccc4ccccc34)cc2)nc1
    -6	0	16	-0.9	-16	·	2.6	0.4	-1.8	0
C#CCn1c(O)c(N=NC(=O)C(O)c2ccccc2)c2ccccc21 (stereo not given)
    1	-3	-23	-1.3	6	-11	-0.4	1.0	0.1	5

# Next results follow:
SMILES,Yp Topo-I inh,Anthrax LF inh2,DUSP3 inh,PfHsp40 rescue,CCHFV vOTU inh,SSB-PriA inh,BH1578 lux ind,TcdB inh,BoNT A protease,SARS 3CLpro inh
COc1cc(/C=N/NC(=O)CCN2CCN(Cc3ccccc3)CC2)cc(OC)c1OC,1,-2,4,-0.1,-12,·,i,·,-2.1,-1
Cn1c(=O)c(=O)n(C)c2cc(S(=O)(=O)N3CC(=O)N(CCc4ccccc4)C(=O)C3)ccc21,-8,-5,8,-0.5,0,-7,i,0.8,-1.6,-3
CC1(C)C(=O)Nc2ccccc2N1C(=O)COC(=O)/C=C/c1ccc(OC(F)F)cc1,-1,·,·,1.1,-2,-7,-0.4,1.3,·,·
COc1ccc(OC)c(N=C(C)C2=C(O)COC2=O)c1,-7,2,-1,0.2,11,3,1.0,·,-0.6,-1
O=C(Nc1c2c(nn1-c1ccc(F)cc1)CS(=O)C2)c1ccc2c(c1)OCO2 (stereo not given),4,-1,22,-0.5,6,-1,-0.8,-1.1,0.7,4
CCOCc1nnc(NC(=O)c2ccc3c(c2)OCO3)s1,-7,-1,22,0.9,19,1,i,0.2,-0.5,0
COc1ccccc1Cc1c(-c2ccc(Cl)cc2)nc2c3ccccc3ccn12,·,-9,·,·,9,·,·,0.8,0.8,·
COc1ccccc1NC1=Nc2cccc3cccc1c23,6,·,17,·,8,20,-0.6,1.5,·,-1
O=C(Cc1ccsc1)N1CCc2c([nH]c3ccccc23)C1c1ccccn1 (stereo not given),8,-11,5,·,-6,1,-0.4,-0.5,-1.4,0
C/C(=N\NC(=O)CSc1nc(C)cc(C)n1)c1ccc([N+](=O)[O-])cc1,2,5,6,·,-4,·,i,0.5,0.2,-1
Cc1ccc(S(=O)(=O)N2CCCCC2)cc1NCC(=O)Nc1ccc(Br)cc1F,17,4,·,·,2,·,-0.7,0.2,0.1,·
c1ccc(C2=Nn3c(nnc3-c3cccnc3)SC2)cc1,-2,1,28,0.7,-6,-17,-0.9,·,4.5,3
CN(CCC1CCCCO1)Cc1cn(C)nc1-c1ccc2c(c1)OCCO2 (stereo not given),-1,-1,25,0.8,20,-14,-0.6,1.2,-0.6,0
Cc1ccc(NC(=S)N(CCN2CCCCC2)Cc2ccco2)cc1,-6,0,10,0.3,-3,-2,-0.2,-1.8,0.4,1
CN(C)c1ccc(NC(=O)c2cc3c(=O)n4ccccc4nc3n2C)cc1,-2,-6,·,1.1,22,4,-0.3,·,-0.7,-1
CC(=O)N(CCCN1CCOCC1)Cc1ccncc1,-7,1,20,-0.8,4,-16,i,·,-1.0,3
COc1ccc(OCC(=O)NNC(=O)C2CCC2)cc1,-1,-1,·,-0.3,4,-20,i,0.8,0.9,·
O=C(N/N=C\c1cc(Br)cs1)C1COc2ccccc2O1 (stereo not given),7,-4,-1,5.4,13,·,i,·,0.0,5
Nc1nc(-c2ccccc2)c(N=Nc2ccc(Cl)cc2)s1,-8,-5,-1,-0.5,-4,23&35,-0.2,1.4,-1.5,-3
COc1ccc(C2C(C#N)=C(/N=C/N3CCOCC3)OC3=C2C(=O)CC(C)(C)C3)cc1OC (stereo not given),5,-4,24,-0.5,-4,·,-0.3,·,-0.5,0
O=C(c1ccc2c(c1)OCO2)N1CCOCC1,1,-6,35,-0.9,-6,3,i,-0.5,-0.4,3
CCCc1cc(=O)[nH]c(SCC(=O)Nc2c(C)cccc2C)n1,-2,-2,21,1.1,·,-27,-0.4,0.4,-1.4,-10
CCn1cc(C2=NOC(C(=O)Nc3cccc(C(C)=O)c3)C2)c(C)n1 (stereo not given),-2,0,-1,-0.7,2,-6,i,1.6,-0.6,0
CN(C)C(CNC(=O)CN1C(=O)NC2(CCc3ccccc32)C1=O)c1ccco1 (stereo not given),0,-3,10,2.3,-4,-9,-0.2,·,0.8,1
Cc1cccc(-c2oc3ccc(-c4ccc5c(c4)OCO5)cc3c2-c2ccc(OC3CCCCO3)cc2)c1 (stereo not given),-3,2,·,0.3,-5,-4,5.9,-0.6,0.5,·
COc1ccc(C2=NN(c3nc(-c4ccc(CNC(C)=O)cc4)cs3)C(c3ccco3)C2)cc1 (stereo not given),4,0,23,-0.1,-14,13,-0.4,-0.1,5.3,-2
COc1cc(S(=O)(=O)Nc2ccc3nc(C)sc3c2)ccc1NC(C)=O,1,8,·,-0.8,3,-18,-3.1,2.2,0.4,·
COC(=O)c1[nH]c2cccc(Cl)c2c1NC(=O)CN1CCN(CCO)CC1,12,-1,-3,-1.1,4,-11,i,·,3.3,4

# An excerpt; the hit share may differ from the screen's.
